miR-122 sensor = miR-122 Renilla sensor signal increase in Huh7, primary screen, miR-122 inhibitor project, cell-based, single point, plate reader | 340,000 compounds, 0.3% hits | activation (reporter increase), % at 12.5 µM | Huh7 miR-122 Renilla luciferase sensor, 48 h; neutral wells = 0, positive control = 100 | AID 602342, 2012;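 active = mean replicate activation score at least 90 and every replicate individually at or above 90; inconclusive = only one of the two criteria met; inactive = neither criterion met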;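 note: higher luciferase means less miR-122 activity so hits act as miR-122 inhibitors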
GSIS activator = GLuc luminescence reporter in INS-1E cells, primary screen for activators of glucose-dependent secretion of insulin. INS-1E GLuc reporter insulin secretion, 2-3 h. activation, % at 16.6 µM. 370,000 compounds, 0.61% hits. AID 743287, 2014;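 active = lowest replicate activation of at least 40%, so every replicate reaches that level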;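 note: 0% = median of neutral control wells and 100% = median of IBMX positive control wells; some compounds called inactive have numbers as strong as hits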
F508del corr = F508del CFTR correction, initial screen, CFBE line, single point. CFBE cells, YFP halide quenching; stimulated with forskolin plus potentiator P3; % fluorescence drop versus neutral controls. activity (quench increase), % at 7.58 µM. 350,000 compounds, 0.36% hits. AID 720511, 2013;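 active = mean added fluorescence quench of at least 8% versus neutral control, with both replicates also reaching 8%; inconclusive = only one of the mean or replicate conditions met; inactive = mean below 8% and not both replicates reaching 8%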;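 note: cells transiently co-express mutant CFTR-F508del with the halide-sensitive YFP; corrector assay measuring rescue of mutant channel to the surface after 24 h compound exposure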
FN deposition inh = inhibitors of fibronectin matrix deposition, primary screen, AH1F cells, Alexa488-fibronectin fluorescence, plate reader | AH1F fibroblasts, overnight | inhibition, % at 12.6 µM | 350,000 compounds, 0.086% hits | AID 743247, 2014;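 active = mean inhibition across replicates of 30% or more, regardless of how many single replicates reach that level; inconclusive = mean under 30% yet at least half of replicates reach 30%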;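 note: positive control wells lacked labelled fibronectin entirely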
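Schedule: 1 h cell adhesion before compound, then overnight fibronectin incubation; test system: AH1F fibroblast monolayer depositing Alexa488-labelled fibronectin into matrix; quantity: 10000 AH1F cells per well; probe or stimulus: fluorescent fibronectin at 24 nM final; signal: fluorescence, ex 485 nm, em 525 nm; evaluation: percent inhibition as loss of matrix-bound fibronectin fluorescence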
PAX8 inh HTS = inhibitors of PAX8-driven TPO luciferase reporter, primary screen, RMG-I cells, single concentration. SteadyGlo, 24 h. 360,000 compounds, 1.2% hits. inhibition, % at 12.6 µM;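 active = mean replicate inhibition at least 60% with every replicate also reaching 60%; inconclusive = only one of the two criteria is met; inactive = mean below 60% and not all replicates reaching 60%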;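 note: luciferase light reporting Pax8 driven TPO promoter activity; plate controls were median of neutral control wells for no effect and mitoxantrone controls for full effect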
EWS-Fli block = EWS/Fli-driven NR0B1 reporter inhibitors, primary screen, A673 cells, NR0B1 luciferase, luminescence, MLPCN library; viability-normalised; 350,000 compounds, 0.67% hits; AID 651661, 2012; inhibition, % at 12.6 µM;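 active = mean inhibition of at least 50% after viability correction, with every replicate also passing that limit; inconclusive = mean reaches 50% but only one of two replicates passes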;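 note: firefly luciferase signal divided by Alamar Blue viability fluorescence both relative to DMSO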
DENV2 CPE rescue = inhibitors of DENV2 cytopathic effect, primary screen, cell-based, plate reader, single concentration | DENV2-infected cells, cytopathic effect rescue | CPE inhibition, % at 9.99 µM | 350,000 compounds, 1.7% hits; in the data active = CPE inhibition above about 20%, passing the limit was not always enough; inconclusive = no clear call, values can overlap the other calls; tested in BHK-21 cells;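 note: 0% = median of neutral control wells and 100% = median of positive control wells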
* hit, by the source's call; u = inconclusive; x = not tested or not shown; & = joins results of further samples; [ ] = another dose, or the depositor's remark.

SMILES | miR-122 sensor | GSIS activator | F508del corr | FN deposition inh | PAX8 inh HTS | EWS-Fli block | DENV2 CPE rescue
O=C(NCc1ccc(Cl)cc1)c1csc(-c2cccnc2)n1 | -5 | 27 | -3.1 | 7 | 0 | -5 | -5
O=C(O)c1cc(N2CCCCC2)nc2ccccc12 | -1 | x | 3.2 | -2 | 26 | -12 | 0
Cc1ccc(-c2nc(C#N)c(N3CCC(C(N)=O)CC3)o2)cc1 | 3 | 1 | 1.0 | -2 | -2 | -2 | -6
O=S(=O)(Nc1cc(Cl)ccc1N1CCCCC1)c1cccs1 | 1 | -15 | x | 1 | x | x | x
CCCN1[C@@H]2c3ccc(-c4ccc(F)cc4)c(=O)n3C[C@@H]2[C@@H](CO)[C@@H]1C(=O)N[C@H](C)c1ccccc1 | 2[16.7 µM] | -25 | -0.4 | x | 8 | 10 | -7
CCCC(C(=O)NCCC(C)C)N(Cc1ccccc1Cl)C(=O)c1snc(C(N)=O)c1N (configuration not stated) | x | -10 | -1.2 | -1 | 27 | 14 | -2
O=C(CSc1nnc(-c2ccccc2)o1)Oc1ccc(Br)cc1 | x | 7 | -3.6 | x | x | 8 | -8
Cn1c(C(=O)N2CCN(Cc3ccc4c(c3)OCO4)CC2)cc2c(=O)n(C)c3ccccc3c21 | -7 | 4 | -1.2 | 1 | 16 | -23 | 9
O=C(NCc1ccccc1)c1ccc(NC(=O)c2ccccc2F)cc1 | x | 8 | -1.9 | -1 | -11 | -2 | -3
C[C@H](CO)N1C[C@H](C)[C@@H](CN(C)C(=O)Nc2ccc(F)cc2)Oc2ccc(NC(=O)Nc3ccc(C(F)(F)F)cc3)cc2C1=O | -10[16.7 µM] | 11 | -4.2 | x | x | -20 | 1
Cc1cccc(NC(=S)N2CCN(c3ccc(F)cc3)CC2)c1 | x | -27 | x | x | 2 | 4 | 1
CCOC(=O)CCCCCC(=O)Nc1ccc2c(c1)C(=O)N([C@@H](C)CO)C[C@H](C)[C@H](CN(C)C(=O)c1ccccc1)OCCCC[C@H](C)O2 | -3 | -1&-9 | 0.5&-1.3 | -2 | 15 | 1&2 | 12&-4
C[C@H]1CCCCO[C@@H](CN(C)Cc2ccc(C(=O)O)cc2)[C@@H](C)CN([C@@H](C)CO)C(=O)c2cc(NC(=O)Nc3ccccc3)ccc2O1 | 2[16.7 µM] | 12 | -0.5 | -2 | -13 | -7 | -13
CCN1[C@@H]2c3ccc(-c4cccc(C(=O)N(C)C)c4)c(=O)n3C[C@@H]2[C@@H](CO)[C@@H]1C(=O)N(C)C | x | 11 | x | x | x | 7 | 6
COc1cccc(S(=O)(=O)N2CCCCN3[C@@H](CO)[C@@H](c4ccc(-c5ccccc5)cc4)[C@@H]3C2)c1 | -28[16.7 µM] | -12 | -3.6 | x | -27 | 18 | -4
O=C(CSc1c[nH]c2ccccc12)NC1CCCC1 | 3 | 29 | -1.7 | 0 | 11 | 20 | 2
CCCCC(=O)Nc1ccc(C(=O)NCCc2ccc(S(N)(=O)=O)cc2)cc1 | 0 | 3 | 0.8 | 2 | 6 | 14 | 2
Fc1cccc(CO/N=C/c2c(-c3ccccc3)nc3ccc(Cl)cn23)c1 | 6 | x | x | 4 | -20 | x | x
CC[C@]12c3[nH]c4cc(CCC(=O)N(C)C)ccc4c3CCN1C(=O)[C@@H](CC(=O)NCCCn1ccnc1)C[C@@H]2C(=O)N1CCN(C(=O)C2CC2)CC1 | -2 | -2 | 2.2 | 2 | -17 | -9 | 17
COc1ccc(-c2ccc3c(c2)O[C@@H](CN(C)Cc2ccccc2C(=O)O)[C@H](C)CN([C@H](C)CO)S3(=O)=O)cc1 | -3[16.7 µM] | 5 | -1.2 | -7 | x | -11 | u
CO[C@H]1CN(C)C(=O)c2ccc(NC(C)=O)cc2OC[C@H](C)N(C(=O)Cc2cccnc2)C[C@H]1C | x | 6 | -0.1 | -9 | 1 | 3 | -5
COc1cc(NC(=O)COC(=O)/C=C/c2ccccc2Cl)cc(OC)c1 | x | -10 | x | -12 | -1 | x | x
CCCNC(=O)Nc1ccc2c(c1)C(=O)N(C)C[C@H](OC)[C@H](C)CN(C(=O)CC)[C@@H](C)CO2 | 16[16.7 µM] | 7 | 3.9 | -10 | 15 | 6 | x
C[C@@H]1CN([C@@H](C)CO)S(=O)(=O)c2ccc(C3=CCCCC3)cc2O[C@@H]1CN(C)C(=O)C1CCCCC1 | 1[16.7 µM] | -16 | 1.7 | x | x | 0 | 15
COc1ccc(NS(=O)(=O)c2ccc(C)cc2)c([N+](=O)[O-])c1 | 13 | -12 | -1.3 | 1 | -4 | 0 | 11
COCCN(C(=O)C1CC1)c1nnc(-c2cccc(C)c2)s1 | -2 | x | x | 3 | -68 | x | x
CC(C)NC(=O)N(C)C[C@H]1OCCCC[C@H](C)Oc2ccc(NS(=O)(=O)c3cn(C)cn3)cc2C(=O)N([C@@H](C)CO)C[C@@H]1C | 0[16.7 µM] | 21 | 1.2 | -2 | -33 | 5 | -8
Cc1onc(-c2c(F)cccc2Cl)c1C(=O)NCCN1CCNC1=O | -2 | 0 | 0.3 | -7 | 8 | 0 | 1
O=c1[nH]c(NCc2ccccc2)nc2c1CCC2 | -1 | 12 | x | -6 | -8 | x | x
Nc1nnc(CSCc2cccc(Br)c2)s1 | 0 | 11 | 0.7 | 9 | 8 | 5 | -1
O=C1[C@@H]2[C@H](Cc3ccc(O)cc3)N[C@]3(C(=O)Nc4ccccc43)[C@@H]2C(=O)N1c1ccc(F)cc1 | -5 | x | x | 3 | 10 | x | x
CS(=O)(=O)Nc1ccc2c(c1)[C@H]1C[C@H](CC(=O)NC3CCCC3)O[C@H](CO)[C@H]1O2 | 0[16.7 µM] | 14 | -2.6 | x | 3 | -2 | 0
Cc1ccc(-c2ccccc2[C@H]2[C@@H](C#N)N(C(=O)NC3CCCC3)[C@H]2CO)cc1 | x | -12 | 3.8 | -8 | x | 8 | 6
Cn1c(COc2ccccc2)nc2ccccc21 | -6 | 14 | 1.3 | -3 | -122 | -93 | -4
Cc1cc(N)nc(SCC(=O)N2C(C)CCCC2C)n1 (configuration not stated) | -3 | 13 | 0.3 | -2 | 5 | -7 | 3
Cc1cccc(-n2ncc3c2CCCC3NC(=O)CN2CCCC2=O)c1C (configuration not stated) | 2 | -2 | 0.9 | -2 | -2 | -6 | -1
Nc1ccccc1-n1nc2ccc3ccccc3c2n1 | 7 | -6 | -1.7 | 4 | -129 | -55 | -11
COc1ccc(CN2CCC(n3nccc3NC(=O)c3ccc4c(c3)OCO4)CC2)cc1C | -10 | -40 | -1.9 | 1 | 9 | x | -6
CNC[C@H]1OCCCC[C@@H](C)Oc2ccc(N(C)C)cc2C(=O)N([C@H](C)CO)C[C@H]1C | 8[16.7 µM] | 25 | -6.0 | x | 0 | -1 | u
CCC(=O)Nc1ccc2c(c1)C(=O)N(C)[C@@H]1CC[C@H](CC(=O)N3CCCCC3)O[C@H]1CO2 | 0[16.7 µM] | 9 | -0.3 | -8 | 4 | -6 | 7
Cc1sc2nc(CN3CCN(c4ccc(O)cc4)CC3)[nH]c(=O)c2c1C | x | 18 | -0.3 | 8 | 4 | 0 | -1
O=C(C[C@H]1C[C@@H]2c3cc(NC(=O)Nc4ccc(C(F)(F)F)cc4)ccc3O[C@@H]2[C@H](CO)O1)NCC1CC1 | 2[16.7 µM] | 35 | 0.6 | x | 6 | -17 | 3
CC(=O)c1cccc2c1OC(C)C(=O)N2Cc1ccc(Cl)cc1 (configuration not stated) | -1 | -16 | 2.9 | 12 | -7 | -9 | -2
Cc1cccc(Nc2nc(N)nc(CCl)n2)c1 | x | 30 | -5.4 | 13 | 90* | 40 | -2
CC(C)NC(=O)N1CCCCN2[C@H](CO)[C@@H](c3ccc(C#C[C@@H](C)O)cc3)[C@H]2C1 | 0[16.7 µM] | 12 | -1.1 | x | 1 | 1 | 8
CN=c1sc2ccccc2n1CC(O)c1ccccc1 (configuration not stated) | x | 18 | 0.7 | -3 | 18 | 4 | 3
CNS(=O)(=O)c1cc(-c2nnc(Nc3ccc(CC(N)=O)cc3)c3ccccc23)ccc1C | x | -8 | 2.0 | 8 | 42 | 1 | 2
CCC(C(=O)OCC(=O)Nc1cc(C)ccc1OC)c1ccccc1 (configuration not stated) | x | -6 | 5.1 | 4 | -9 | 2 | 4
O=C(CN(C(=O)c1csnn1)c1ccc(F)cc1)NCCc1ccccc1 | -1 | 1 | 1.9 | 9 | -2 | 0 | 0
COC(=O)c1ccc2c(=O)[nH]c(COC(=O)c3c(-c4ccccc4Cl)noc3C)nc2c1 | x | -15 | -3.1 | 0 | 12 | -9 | 2
Next compounds follow:
SMILES | miR-122 sensor | GSIS activator | F508del corr | FN deposition inh | PAX8 inh HTS | EWS-Fli block | DENV2 CPE rescue
CCCc1cc(=O)oc2c(C)c(OCC(=O)N3CCC(C(=O)O)(c4ccccc4)CC3)ccc12 | -4 | -3 | -1.3 | x | x | 3 | 0
OCC#Cc1ncc(C(F)(F)F)cc1Cl | 1 | x | -4.0 | 5 | 1 | 16 | 13
C[C@@H]1CN([C@@H](C)CO)S(=O)(=O)c2ccc(C3=CCCC3)cc2O[C@H]1CN(C)C(=O)c1cccnc1 | -1[16.7 µM] | -11 | -1.4 | -4 | x | 4 | -4
COC(=O)Cc1c(C)nc2nc(-c3cccnc3)[nH]n2c1=O | -1 | x | x | -5 | -6 | x | x
COc1cccc(S(=O)(=O)Nc2ccc3c(c2)[C@@H]2C[C@H](CC(=O)NC4CCCCC4)O[C@@H](CO)[C@@H]2O3)c1 | 7[16.7 µM] | -7 | -1.9 | 6 | 14 | 7 | -1
O=C(c1ccccc1F)N1CC[C@@H]2[C@H](CO)Nc3ccc(-c4ccccc4)cc3[C@@H]21 | 6[16.7 µM] | -12 | -1.4 | -3 | -1 | -8 | 6
COc1ccc(C(=O)NCC(=O)N2CCN(C(=O)c3ccco3)CC2)cc1OC | -16 | -4 | -0.2 | x | -6 | 1 | 0
CCCCc1nnc(NC(=O)CSCc2cc(=O)n3cc(C)sc3n2)s1 | 5 | 1 | 3.1 | -2 | -5 | 1 | 2

An excerpt from above in order of SMILES length, largest number first:
SMILES | miR-122 sensor | GSIS activator | F508del corr | FN deposition inh | PAX8 inh HTS | EWS-Fli block | DENV2 CPE rescue
COc1cccc(S(=O)(=O)Nc2ccc3c(c2)[C@@H]2C[C@H](CC(=O)NC4CCCCC4)O[C@@H](CO)[C@@H]2O3)c1 | 7[16.7 µM] | -7 | -1.9 | 6 | 14 | 7 | -1
O=C(C[C@H]1C[C@@H]2c3cc(NC(=O)Nc4ccc(C(F)(F)F)cc4)ccc3O[C@@H]2[C@H](CO)O1)NCC1CC1 | 2[16.7 µM] | 35 | 0.6 | x | 6 | -17 | 3
COc1cccc(S(=O)(=O)N2CCCCN3[C@@H](CO)[C@@H](c4ccc(-c5ccccc5)cc4)[C@@H]3C2)c1 | -28[16.7 µM] | -12 | -3.6 | x | -27 | 18 | -4
CCCC(C(=O)NCCC(C)C)N(Cc1ccccc1Cl)C(=O)c1snc(C(N)=O)c1N (configuration not stated) | x | -10 | -1.2 | -1 | 27 | 14 | -2
Cc1onc(-c2c(F)cccc2Cl)c1C(=O)NCCN1CCNC1=O | -2 | 0 | 0.3 | -7 | 8 | 0 | 1
COC(=O)Cc1c(C)nc2nc(-c3cccnc3)[nH]n2c1=O | -1 | x | x | -5 | -6 | x | x
OCC#Cc1ncc(C(F)(F)F)cc1Cl | 1 | x | -4.0 | 5 | 1 | 16 | 13
